NCI-60 one-dose screen, 48 h, at 10 µM unless noted. Numbers give growth in % (100 = growth as untreated, 0 = no growth, -100 = all killed).
RPMI-8226: RPMI-8226 leukemia cells. 77,000 compounds, 7.5% hits. AID 1794781
MOLT-4: MOLT-4 leukemia cells; 80,000 compounds, 6.9% hits; AID 1794779
M14: M14 melanoma | AID 1794745 | 80,000 compounds, 6.2% hits
CCRF-CEM: CCRF-CEM leukemia; 77,000 compounds, 7% hits; AID 1794778
HOP-62: HOP-62 NSCLC | AID 1794735 | 80,000 compounds, 3.9% hits
EKVX: EKVX NSCLC. 71,000 compounds, 3% hits
HOP-92: HOP-92 NSCLC cells | 71,000 compounds, 6.3% hits
A549/ATCC: A549/ATCC NSCLC. 81,000 compounds, 3.7% hits. AID 1794740
* hit, by the source's call; nt = no result given; & = joins results of further samples. How the source made its calls: active means growth percent below 10; inactive means the rest.

SMILES	RPMI-8226	MOLT-4	M14	CCRF-CEM	HOP-62	EKVX	HOP-92	A549/ATCC
O=C1C(C2SC(=S)N(CCc3ccccc3)C2=O)SC(=S)N1CCc1ccccc1 (configuration not stated)	nt	93	95	85	106	94	107	102
Cn1cc(-c2csc(-c3c[nH]c4ccc(F)cc34)n2)c2cnccc21	-35*	-35*	-87*	-32*	-55*	-28*	-47*	5.3*
NS(=O)(=O)c1cccc(Nc2nc(SCC(=O)c3ccc([N+](=O)[O-])cc3)nc3c2CCC3)c1	75	68	112	86	103	102	34	102
Cc1cccc2nnc(-c3ccccc3)n12	nt	93	102	99	125	103	105	94
CC(=O)[C@H]1CCC2C3C=CC4=CC(=O)CC[C@@]4(C)C3CC[C@@]21C (some centres not stated)	101	80	102	90	106	96	nt	86
Cc1ccc(Cl)cc1NC(=O)CCl	44	32	63	28	108	119	92	90
CCOC(OCC)c1ccc(OC)c(OC)c1	90	87	90	114	67	94	80	81
Cc1cc2nc3c(=O)[nH]c(=O)nc-3n(CC(O)C(O)C(O)C(O)CO)c2cc1C (configuration not stated)	104	99	104	100	102	nt	101	102
COc1cc(Nc2ccnc(NCCNc3ccnc4cc(Cl)ccc34)n2)cc(OC)c1	-43*	15	-80*	nt	79	nt	nt	43
COc1ccc2c(C3=C(c4c[nH]c5ccccc45)C(=O)NC3=O)coc2c1	89	74	81	83	80	66	67	94
CC(C)(C)OC(=O)N1C/C(=C\c2ccccc2F)C(=O)/C(=C/c2ccccc2F)C1	86	95	97	88	107	96	89	115
CCCc1cc(=O)[nH]c2nnc(C)n12	98	97	101	98	94	nt	nt	104
Cc1ccc(-n2cc(/C=C/C(=O)c3ccc(O)cc3)c(-c3ccc(S(C)(=O)=O)cc3)n2)cc1	48	35	nt	49	76	91	110	102
COc1cc(C2CC(c3ccccc3)=NN2C=O)ccc1Oc1ccnc2cc(Cl)ccc12 (configuration not stated)	32	13	55	46	74	34	nt	56
COc1cc(-c2[nH]ncc2-c2ccncc2)ccc1Cl	83	84	81	88	86	75	53	94
O=c1[nH]c2cc(Br)ccc2c(O)c1/C=N/Nc1nc(-c2ccccc2)cs1	84	80	79	46	62	70	93	87
O=C(Nc1cccc(Cl)c1)OCC(COC(=O)Nc1cccc(Cl)c1)(COC(=O)Nc1cccc(Cl)c1)[N+](=O)[O-]	19	4.2*	24	21	42	28	19	26
O=C(O)/C=C/c1cn(-c2ccccc2)nc1-c1ccc(F)cc1	97	109	90	86	82	97	84	82
COc1ccc(C2c3sc4c(Br)cccc4c3Oc3ncnc(N)c32)cc1 (configuration not stated)	78	78	99	94	75	52	74	92
Cc1c(C(=O)NCCCC(=O)NO)sc2ncnc(Nc3ccccc3)c12	102	109	112	103	101	90	111	99
Cc1ccc(NC(=O)c2ccc(Nc3ncnc4c3cnn4-c3cccc(F)c3)cc2)cc1	90	96	99	95	95	102	102	100
O=C1CC2CC=CCN2C=C1NC(=O)c1cccs1 (configuration not stated)	100	nt	100	105	80	91	97	81
Cn1cnc([N+](=O)[O-])c1Sc1ccncn1	100	105	99	98	105	nt	nt	104
CCCCCCCCCCCCCCCCCC1=NCCN1CCOC1=C(Cl)C(=O)c2ccccc2C1=O	33	72	83	57	83	87	46	95
CC(=O)Nc1cc(F)cc(-c2ccc3[nH]cc(-c4ccccc4)c3n2)c1	5.7*	9.2*	-15*	17	3.1*	44	0.2*	20
CCOc1ccc(NC(=O)OCCN2CCN(CCc3ccccc3)C(C)C2)cc1 (configuration not stated)	90	69	93	82	89	101	86	87
CCC(C)(C)c1ccc(Nc2ccc(Nc3ccc(C(C)(C)CC)cc3)cc2)cc1	77	76	93	88	89	99	51	90
CC1=C(C(=O)Nc2ccccc2)C(c2c(O)cc(O)cc2O)n2c(nc3ccccc32)N1 (configuration not stated)	100	110	99	103	99	102	108	104
COc1ccc(Cn2cc(C(=O)Nc3cccnc3Nc3ccc(F)cc3)nn2)cc1	101	96	115	104	118	101	103	107
COC(=O)c1ccc(Nc2nc(N)n(Cc3cccc(Br)c3)n2)cc1	48	38	68	60	88	31	42	64
CCC(=O)Nc1ccc(C(=O)NCCN(CC)CC)cc1	104	97	104	98	106	nt	107	99
CC(=O)O[C@H]1CC[C@@]2(C)[C@@H](CC=C3[C@@H]2CC[C@]2(C)[C@@H]([C@H](C)/C=C/[C@H](C)C(C)C)CC[C@@H]32)C1	107	101	101	88	93	100	93	82
Fc1ccc(-c2nn(-c3ccccc3)cc2-c2nc3ccccc3o2)cc1	48	74	48	66	49	84	91	55
Cc1cc2c(c3c1C(C)CCC3=O)C(C)(C)CC2(C)C (configuration not stated)	97	nt	92	111	82	106	95	63
NC(Cc1ccc(O)c([N+](=O)[O-])c1)C(=O)O (configuration not stated)	95	96	101	89	105	111	67	100
COc1ccc2nc(-c3ccc(Cl)cc3)cc(-c3nnc(SCC(=O)Nc4ccc(/C(C)=N\O)cc4)n3-c3ccccc3)c2c1	89	55	81	89	81	82	114	60
COc1ccc(C2=NN(C(=O)c3ccc(S(C)(=O)=O)cc3)C(c3ccc(OC)cc3)C2)cc1 (configuration not stated)	94	68	104	103	89	97	nt	60
O=C(C[P+](c1ccccc1)(c1ccccc1)c1ccccc1)c1ccc([N+](=O)[O-])cc1	82	78	95	87	104	nt	90	65
O=C(c1cc2ccccc2o1)c1nn(-c2ccccc2)/c(=N/N=Cc2cn(-c3ccccc3)nc2-c2cc3ccccc3oc2=O)s1	91	93	98	93	98	93	73	106
Cc1cc(Cl)ccc1NC(=O)CCl	87	nt	92	76	nt	105	67	92
Cc1nnc2c3nncn3c3ccccc3n12	94	96	94	88	89	nt	79	100
Cc1cccnc1NC(=O)OC(C)C	103	94	107	89	102	105	nt	91
CC(=O)Oc1ccc(N=C2NC(=O)S/C2=C\N2N=C(c3ccc(F)cc3)CC2c2ccc(F)cc2)cc1 (configuration not stated)	97	84	104	83	111	83	91	107
C/C(=N\Nc1ccc2ccccc2n1)c1ccccn1	1.8*	1.1*	-25*	-5.7*	5.0*	nt	-11*	4.6*
OC(COc1ccccc1Cl)CN1CCOCC1 (configuration not stated)	121	116	107	104	128	121	110	107
O=S(=O)(O)c1cccc2c1oc1ccccc12	101	115	103	104	99	100	88	106
CC(O)CCNC(c1ccccc1)C(O)c1ccccc1 (configuration not stated)	90	102	104	94	104	115	86	117
C=C1CCC2C3(C)COC(c4cc(F)cc(F)c4)OC3CCC2(C)C1CC(O)C1=CCOC1=O (configuration not stated)	11	34	59	17	91	83	46	75
O=C1c2ccccc2C(=O)c2c1c(Br)cc1c(=O)[nH]nnc21	117	33	97	77	100	95	107	104
O=[N+]([O-])/C(=C/C=C/c1ccccc1)c1ccccc1	36	34	38	37	36	93	-8.8*	73
The list continues:
SMILES	RPMI-8226	MOLT-4	M14	CCRF-CEM	HOP-62	EKVX	HOP-92	A549/ATCC
CC(C)[N+](C)(CCOC(COc1ccccc1)COc1ccccc1)C(C)C	49	98	100	88	99	79	72	92
Nc1ncnc2c1ncn2C1OC(CO)C(O)C1F (configuration not stated)	98	102	101	77	93	99	74	91
Cn1cnc2nc[nH]c2c1=S	101	102	105	99	nt	113	75	nt
O=Nc1c(O)c(S(=O)(=O)O)cc2cc(S(=O)(=O)O)ccc12	104	nt	104	89	99	89	96	71
COc1ccccc1/C(C)=N/NC(=O)CSc1nc2ccccc2c(=O)n1Cc1ccc(S(N)(=O)=O)cc1	100	97	108	94	93	86	105	95
COCCNc1nc2ccccc2c2c(=O)c3ccccc3sc12	81	97	106	85	98	79	53	92
COc1ccccc1NC(=S)S	96	98	97	76	80	98	73	79
CC(=O)Nc1ccc(/C=C/C(=O)c2ccccc2)cc1	-8.0*	76	98	31	97	112	75	93
CC1/C=C/C=C/CC/C=C/C=C/C=C/C=C/C(OC2OC(C)C(O)C(N)C2O)CC2OC(CC(O)C(O)CCC(O)CC(O)CC(O)CC(=O)OC(C)C(C)C1O)CC(O)C2C(=O)O (configuration not stated)	97	98	nt	96	92	112	91	113
CC(=O)C1(O)CCCCC1	108	nt	104	nt	nt	121	105	100
O=C1c2ccccc2C(=O)N1c1nccs1	112	105	104	36	111	100	nt	110
CCOC(=O)C(CCC(=O)OC)(CCC(=O)OC)C(=O)OCC	112	97	107	101	119	91	nt	111
Cc1ccc(NC(=O)Oc2ccc(Br)cc2Br)c([N+](=O)[O-])c1	84	95	103	84	110	101	98	104
CC(C)(C)Nc1c(-c2ccc(-c3ccccc3)cc2)nc2sccn12	78	87	79	81	92	70	94	93
CC(C)(CO)CCCCCCC(C)(C)CO	102	96	105	97	100	112	114	94
CCCCCCCCCCCCCC(=O)c1ccccc1	101	nt	99	98	93	101	96	85
C=CCc1c(N(C)c2ccc(OC)cc2)ncnc1-n1c(C)nc2ccccc21	nt	93	105	96	101	107	64	84
CCOC(=O)c1c(C)n(-c2ccccc2)c2ccc(OC(=O)c3cc(OC)c(OC)c(OC)c3)cc12	72	68	86	81	104	nt	56	89
CCOC(=O)C=O	99	91	104	nt	100	nt	110	100
CN1CCN(C(=O)c2ccc(-c3nc4ccc5[nH]ncc5c4c4c3CCCC4)cc2)CC1	46	62	nt	71	65	84	67	80
CCOc1cccc(-c2nc(N)nc(Nc3ccccc3SSc3ccccc3Nc3nc(N)nc(-c4cccc(OCC)c4)n3)n2)c1	56	57	69	47	-0.3*	61	97	-11*
CC[N+](C)(CC)CCO	102	101	104	nt	93	nt	nt	94
COc1ccc(/C=C2N=C(/C=C/c3ccccc3)OC/2=O)cc1	111	90	101	nt	94	nt	nt	nt
CC(=O)N/C(=C1/OC(C(O)C(O)C(O)CO)CN1C)[P+](c1ccccc1)(c1ccccc1)c1ccccc1 (configuration not stated)	100	102	100	97	91	90	101	102
Cn1c(=O)c2c(nc3n2CCN(CCc2ccc(OCCN4CCOCC4)cc2)C3)n(C)c1=O	100	98	105	105	106	102	97	99
Cc1ccnc(Nc2nc3ccccc3[nH]2)n1	94	92	97	93	97	104	99	108
O=C(Nc1nc2ccc(F)cc2s1)c1cc(-c2ccc(F)cc2)n2nc(-c3ccccc3)cc2n1	98	100	81	75	64	84	nt	92
NC(=O)C(N)CCO (configuration not stated)	99	103	97	95	93	nt	73	104
CCCc1cccc(CCC)c1O	111	105	nt	111	106	99	nt	98
O=C(O)c1cn(C2CC2)c2cc(N3CCN(Cn4nc(-c5ccccc5Cl)oc4=S)CC3)c(F)cc2c1=O	103	102	93	105	97	95	98	98

13 entries already listed, ordered by number of heavy atoms, descending.
SMILES	RPMI-8226	MOLT-4	M14	CCRF-CEM	HOP-62	EKVX	HOP-92	A549/ATCC
CCOc1cccc(-c2nc(N)nc(Nc3ccccc3SSc3ccccc3Nc3nc(N)nc(-c4cccc(OCC)c4)n3)n2)c1	56	57	69	47	-0.3*	61	97	-11*
O=C(O)c1cn(C2CC2)c2cc(N3CCN(Cn4nc(-c5ccccc5Cl)oc4=S)CC3)c(F)cc2c1=O	103	102	93	105	97	95	98	98
CCOC(=O)c1c(C)n(-c2ccccc2)c2ccc(OC(=O)c3cc(OC)c(OC)c(OC)c3)cc12	72	68	86	81	104	nt	56	89
O=C(Nc1nc2ccc(F)cc2s1)c1cc(-c2ccc(F)cc2)n2nc(-c3ccccc3)cc2n1	98	100	81	75	64	84	nt	92
Cn1c(=O)c2c(nc3n2CCN(CCc2ccc(OCCN4CCOCC4)cc2)C3)n(C)c1=O	100	98	105	105	106	102	97	99
CN1CCN(C(=O)c2ccc(-c3nc4ccc5[nH]ncc5c4c4c3CCCC4)cc2)CC1	46	62	nt	71	65	84	67	80
COc1ccc(/C=C2N=C(/C=C/c3ccccc3)OC/2=O)cc1	111	90	101	nt	94	nt	nt	nt
CCCCCCCCCCCCCC(=O)c1ccccc1	101	nt	99	98	93	101	96	85
Cc1ccnc(Nc2nc3ccccc3[nH]2)n1	94	92	97	93	97	104	99	108
CC(C)(CO)CCCCCCC(C)(C)CO	102	96	105	97	100	112	114	94
CCCc1cccc(CCC)c1O	111	105	nt	111	106	99	nt	98
NC(=O)C(N)CCO (configuration not stated)	99	103	97	95	93	nt	73	104
CCOC(=O)C=O	99	91	104	nt	100	nt	110	100

(cont.)
SMILES	RPMI-8226	MOLT-4	M14	CCRF-CEM	HOP-62	EKVX	HOP-92	A549/ATCC
O=S(CC(O)(c1ccccc1)c1ccccc1)CC(O)(c1ccccc1)c1ccccc1	80	79	104	74	100	80	95	79
O=S(=O)(Nc1ccccc1O)c1ccccc1	95	105	105	95	106	100	94	102
Nc1c(S(=O)(=O)O)cc(Br)c2c1C(=O)c1ccccc1C2=O	104&97	91&100	110&117	98	111&88	101	73	104
COc1ccc(C(=O)n2nc(-c3cccnc3)nc2N)cc1	99	108	99	97	nt	96	93	102
CCCCCCC1=C(P(=O)(O)O)N[C@H](C(=O)O)CS1	95	99	95	102	84	101	105	91
CCCCCCCCCCCCCC(=O)C(C)N (configuration not stated)	32	47	64	60	22	5.6*	8.2*	52
OC1(c2ccccc2)c2ccccc2CCC1Br (configuration not stated)	92	99	115	93	nt	105	92	100
CC(N)c1ccc(Cl)cc1 (configuration not stated)	100	100	94	91	96	99	96	106
CC(=O)SC(C(=O)O)(c1ccccc1)c1ccccc1	98	89	100	93	91	nt	nt	108
c1ccc(CCCCc2ccncc2)cc1	107	86	105	110	71	128	82	97
O=Cc1ccc(OCc2ccccc2)c(OCc2ccccc2)c1	106	113	97	96	97	112	115	106
Clc1ccccc1[C@@H]1C[C@@H]2Cc3cc(Br)c4ccccc4c3N1O2	nt	17	21	nt	54	70	nt	48
O=C(COc1ccc(Cl)cc1Cl)NCc1ccccc1	97	95	103	94	101	95	99	108
COc1ccc(CNCCNCc2ccc(OC)cc2)cc1	88	96	88	97	93	94	67	110
CCN(CC)c1ccc(C=O)cc1	95	91	106	nt	95	nt	101	108
CCCCC(CCc1ccccn1)C(=O)c1ccccc1 (configuration not stated)	106	112	108	98	106	102	95	111

High-throughput results deposited in PubChem BioAssay by NCI.

Hits appear at their usual frequency, and some 12% of all compounds hit somewhere here.
